# Bioassay records as filed in PubChem.
# KCNQ2 inh – KCNQ2 channel blockers in CHO-K1 cells – cell-based, FluxOR thallium flux, B-score, primary screen (AID 2156). O88943. 20 min; stronger effect = lower value. B-score at 10 µM. 1.1% of 310,000 active;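 active = fluorescence ratio B-score at most minus 3 library SDs, with starting brightness B-score within 2 library SDs, cut at about -5.5 in these data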
# CHT inh – inhibits the human high affinity choline transporter | Q9GZV3 | CHT-expressing cells, membrane potential dye, choline response; stronger effect = lower value | B-score at 10 µM | 0.86% of 310,000 active | AID 488975;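 active = B-score over 3 SD under the library average, and starting fluorescence ratio not unusually high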;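 note: choline stimulus applied at its EC90 after an EC20 pre-addition; B-score computed on integrated fluorescence ratio after choline addition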
# Target sequence (Q9GZV3 whole entry, looked up): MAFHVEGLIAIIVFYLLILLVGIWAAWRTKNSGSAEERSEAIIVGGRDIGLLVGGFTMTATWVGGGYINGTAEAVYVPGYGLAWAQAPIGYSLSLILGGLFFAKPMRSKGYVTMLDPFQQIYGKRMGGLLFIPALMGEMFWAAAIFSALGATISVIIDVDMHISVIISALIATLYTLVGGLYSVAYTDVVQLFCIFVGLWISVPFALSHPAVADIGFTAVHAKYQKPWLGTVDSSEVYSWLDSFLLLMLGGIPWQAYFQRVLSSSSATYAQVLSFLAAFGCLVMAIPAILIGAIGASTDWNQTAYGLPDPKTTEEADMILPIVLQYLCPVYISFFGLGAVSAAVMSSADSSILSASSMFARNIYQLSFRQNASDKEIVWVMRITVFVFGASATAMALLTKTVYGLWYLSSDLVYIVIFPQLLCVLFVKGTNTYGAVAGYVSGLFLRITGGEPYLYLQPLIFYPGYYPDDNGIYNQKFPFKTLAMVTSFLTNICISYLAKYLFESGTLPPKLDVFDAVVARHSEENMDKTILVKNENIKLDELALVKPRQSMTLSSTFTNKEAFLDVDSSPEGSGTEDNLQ
# Kir21 inh – inhibitors of mouse Kir2.1 inward-rectifier potassium channel; HEK293-Kir2.1, FluxOR thallium flux fluorescence; stronger effect = lower value; B-score at 10 µM; 0.85% of 310,000 active; P35561;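 active = fluorescence ratio B-score at or below minus 3 SD of library scores, with starting-brightness B-score within 2 SD, cut at about -4.2 in these data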;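 note: channel flux triggered by added potassium and thallium sulfate stimulus; B-score of peak minus minimum fluorescence over baseline after thallium stimulus; more negative B-score means stronger Kir2.1 block with less thallium influx; some compounds called inactive have numbers as strong as hits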
# Target sequence (P35561 whole entry, looked up): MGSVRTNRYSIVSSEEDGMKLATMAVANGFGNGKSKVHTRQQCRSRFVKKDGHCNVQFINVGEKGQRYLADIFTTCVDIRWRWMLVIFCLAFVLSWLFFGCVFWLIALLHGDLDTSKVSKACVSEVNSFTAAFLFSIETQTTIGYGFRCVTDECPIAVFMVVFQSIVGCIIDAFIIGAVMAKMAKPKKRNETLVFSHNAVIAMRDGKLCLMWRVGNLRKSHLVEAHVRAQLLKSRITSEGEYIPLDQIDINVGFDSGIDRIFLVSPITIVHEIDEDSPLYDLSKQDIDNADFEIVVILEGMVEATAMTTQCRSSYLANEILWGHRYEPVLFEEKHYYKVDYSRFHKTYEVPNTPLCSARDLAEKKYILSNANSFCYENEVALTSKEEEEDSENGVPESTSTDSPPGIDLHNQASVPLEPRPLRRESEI
# * marks the source's active call; other numbers are inactive results; i = inactive; / = not tested or not shown.
KCNQ2 inh,structure,CHT inh,Kir21 inh
i,Cc1ccc(S(=O)(=O)N2CCOCC2)cc1NC(=O)COc1ccc2c(C)cc(=O)oc2c1,i,0.2
i,CC1CCCC(C)N1S(=O)(=O)c1ccc(S(=O)(=O)NCc2ccccc2)cc1 (stereo unspecified),i,0.43
i,O=Cc1cn(CC(=O)Nc2ccc(F)cc2)c2ccccc12,i,-0.35
i,C=CCn1c(SCC(=O)NC2CCCCC2)nnc1-c1ccc(OC)cc1,i,0.44
i,CCOC(=O)c1cnc2cc(C)nn2c1-c1ccccc1,i,0.06
i,COc1cccc(C(=O)NCCSCc2c(F)cccc2Cl)c1,i,1.55
i,Cc1nc(-c2ccc(Cl)cc2)sc1C1(C)CC(c2ccc([N+](=O)[O-])cc2)=NO1 (stereo unspecified),i,1.57
i,COc1ccc(NC(=O)C2CCN(S(=O)(=O)c3ccc(N4CCCC4=O)cc3)CC2)cc1OC,i,0.54

KCNQ2 inh,structure,CHT inh,Kir21 inh
i,COc1ccccc1C1C2C(=O)N(c3ccccc3)C(=O)C2ON1c1ccccc1 (stereo unspecified),i,0.11
i,COc1cccc(NC(=O)CSc2nnnn2C(C)C)c1,i,1.34
i,Cn1c(=O)[nH]c(=O)c2c1nc(Br)n2C/C=N/NC(=O)c1ccccc1,i,-0.51
i,CCCS(=O)(=O)N1CCCC(C(=O)NCc2ccc(C)cc2)C1 (stereo unspecified),i,1
i,NC(=NCc1ccc2c(c1)OCO2)NC(=O)c1ccccc1,/,-1.66
i,COc1cc(C2C(C(C)=O)=C(O)C(=O)N2CCc2c[nH]c3ccccc23)ccc1O (stereo unspecified),i,-2.29
i,CCOC(=O)C1CCCN(C(=O)c2cccc(S(=O)(=O)N3CC(C)OC(C)C3)c2)C1 (stereo unspecified),i,-0.68
i,Cc1cc(C)n(/N=C/c2c[nH]c3ccccc23)c(=O)c1,i,-3.25

KCNQ2 inh,structure,CHT inh,Kir21 inh
i,CN1CCN(CC(O)COCCOc2ccc(Br)cc2)CC1 (stereo unspecified),i,2.41
i,COCCn1c(N)c(C#N)c2nc3ccccc3nc21,i,-0.06
i,CC(C)(C)NCCCCOc1ccc(F)cc1,i,-1.53
i,c1cnn(-c2cncc(-n3cccn3)n2)c1,i,1.74
i,CC1CN(Cc2nnc(-c3ccccc3)o2)CC(C)O1 (stereo unspecified),i,0.19
i,O=C(Nc1nc(-c2cccnc2)cs1)c1ccc([N+](=O)[O-])cc1,i,-0.62
i,Cc1ccc(C(=O)Nc2ccc(S(=O)(=O)N3CCCC3)cc2)o1,i,0
i,CCc1nnc(NC(=O)CCC(=O)NCc2ccc(OC)cc2)s1,i,-0.72

KCNQ2 inh,structure,CHT inh,Kir21 inh
i,O=C(c1ccco1)N1CCN=C1SCc1ccccc1F,i,2.08
i,CCOC(=O)C1=C(O)/C(=C/c2ccc(OCC(=O)O)c(OCC)c2)SC1=Nc1ccc(C)cc1,i,-2.23
i,C/C(=N\NC(=O)c1ccn[nH]1)c1cn(C)nc1C,i,-0.94
i,CCn1c(=S)[nH]c2cc(Cl)ccc21,i,-0.12
i,C/C(=N\NC(=O)Cn1nc(C)c(Br)c1C)c1cccs1,i,-1.07
i,O=C(Nc1cccc2ccccc12)C1CCN(C(=O)NCc2ccccc2)CC1,i,-1.5
i,O=C(Nc1ccccc1-c1ccccc1)c1cnccn1,i,-0.68
i,O=C(O)CSc1nnc(-c2ccccc2O)n1Cc1ccccc1,i,-0.83

# Three of the compounds above, with bars between the fields.
Compound | KCNQ2 inh | CHT inh | Kir21 inh
O=C(Nc1cccc2ccccc12)C1CCN(C(=O)NCc2ccccc2)CC1 | i | i | -1.5
O=C(Nc1ccccc1-c1ccccc1)c1cnccn1 | i | i | -0.68
O=C(O)CSc1nnc(-c2ccccc2O)n1Cc1ccccc1 | i | i | -0.83

# More compounds follow.
KCNQ2 inh,structure,CHT inh,Kir21 inh
i,O=C(CC1(O)C(=O)Nc2ccccc21)c1ccccc1 (stereo unspecified),i,-1.14
-5.54*,CSc1ccc(CN(C)C(=O)C(Cc2ccccc2)NC(=O)c2ccccc2)cc1 (stereo unspecified),i,-0.41
i,N#Cc1c(Cl)cccc1N1CCCC1,-7.19*,-1.35
i,CCOc1ccc(C(=O)NC(C)(C)CC)cc1,i,1.32
i,O=C(COc1cccc2ccccc12)N1CCN(c2ccccn2)CC1,i,-0.05
i,COc1ccc(OC)c(S(=O)(=O)N/N=C(/C)c2c[nH]c3ccccc23)c1,i,1.85
i,C/C(=N/NS(=O)(=O)c1ccc(Cl)cc1)c1cccc(O)c1,i,0.2
i,COc1ccc(NS(=O)(=O)c2ccc(C)c(C(=O)N3CCCCCCC3)c2)cc1,i,-1.04

KCNQ2 inh,structure,CHT inh,Kir21 inh
i,COC(=O)c1ccc2nc(NC(=O)CN3C(=O)CCC3=O)sc2c1,i,-0.33
i,COc1ccc(C(CNC(=O)Nc2cccc(C)c2)N2CCN(C)CC2)cc1 (stereo unspecified),i,0.9
i,O=C(CSc1nc2ccccc2s1)NC(=O)NCc1ccco1,i,1.5
i,Cc1c(C(=O)CN2CCSCC2)c2ccccc2n1C,i,2.69
i,Cc1ccc(C(=O)O)cc1N=Cc1cc(Br)cc(Br)c1O,-6.17*,-1.99
i,C[C@H](NC(=O)[C@@H]1Cc2ccccc2CN1C(=O)OC(C)(C)C)C(=O)NCC1CCCO1 (stereo partly specified),i,-0.75
i,O=C(O)CCSc1nnc(SCC(=O)NCC(F)(F)F)s1,i,-0.03
i,Cc1cc(S(=O)(=O)Nc2cccnc2)c(Cl)cc1Cl,i,-0.83

KCNQ2 inh,structure,CHT inh,Kir21 inh
i,O=C(NC1CCCC1)C(c1ccncc1)N(Cc1ccccc1F)C(=O)c1csnn1 (stereo unspecified),i,0.47
i,CC1CN(C(=O)c2cc3c(=O)n4ccccc4nc3s2)CC(C)O1 (stereo unspecified),i,-0.88
i,Cc1onc(-c2ccccc2Cl)c1C(=O)N1CCCc2ccccc21,i,-1.25
i,O=C(c1nnc(-c2ccc(Cl)cc2)o1)C1CCCC1,i,2.16
i,CN(C)C(=O)CN1CCN(c2nc3nonc3nc2N2CCCCC2)CC1,i,-0.03
i,Cc1cc(/C=N\NC(=O)CC(=O)NC2CCCCC2)c(C)n1-c1ccc(Cl)c(Cl)c1,i,-1.65
i,Cc1cccc(CNc2ccc(C(CC(N)=O)NC(=O)c3cccc(Br)c3)cc2[N+](=O)[O-])c1 (stereo unspecified),i,0.82
i,O=C(NC1CCCc2ccccc21)c1ccccc1Cl (stereo unspecified),i,-0.41

KCNQ2 inh,structure,CHT inh,Kir21 inh
i,Cc1cc(C)c2nc(N3CCCN(C(=O)c4cnccn4)CC3)c(C#N)cc2c1,-5.2*,-4.97*
i,CCc1nc(SCc2cccnc2)c(C#N)cc1C,i,-1.12
i,COc1ccccc1CNC(=O)Cc1cc(=O)[nH]c(=O)[nH]1,i,0.67
i,Cc1ccc(CC(=O)Nc2cc(C)ccn2)cc1,i,-0.19
i,COc1ccc(C(=O)Nc2cccc(/C(C)=N/NC(=O)c3ccc([N+](=O)[O-])c(C)c3)c2)cc1OC,i,0.18
i,COc1ccc(S(=O)(=O)N2c3ccccc3OCC2C(C)(C)C)cc1 (stereo unspecified),i,0.01
i,Cc1[nH]n(-c2ccccc2)c(=O)c1N=Nc1ccccc1,i,-0.45
i,Cc1cc(C(F)F)n2nc(C(=O)Nc3cccc(S(=O)(=O)N4CCOCC4)c3)nc2n1,i,0.6

KCNQ2 inh,structure,CHT inh,Kir21 inh
i,CCCn1nnc(NC(=O)c2cccc(OCC(C)C)c2)n1,i,-0.99
i,COc1ccc(C2NC(=O)NC(C)=C2[N+](=O)[O-])cc1 (stereo unspecified),i,0.49
i,O=C(/C=C/c1ccc(-c2ccccc2[N+](=O)[O-])o1)c1ccccc1,i,-0.06
i,Cc1ccc(C(=O)Nc2ccc(C(=O)N/N=C/c3ccncc3)cc2)cc1,i,-0.91
i,CCn1c2ccccc2c2cc(NC(=O)CSc3nnc(-c4cccc(F)c4)o3)ccc21,i,2.85
i,CCOC(=O)CSc1nnnn1-c1cc(OC)ccc1OC,i,0.75
i,O=C(Nc1ccsc1C(=O)O)c1cccc(C(F)(F)F)c1,i,0
i,O=C(Nc1ccc(Cl)cc1C(=O)NCC1CCCO1)c1ccco1 (stereo unspecified),i,-0.28

KCNQ2 inh,structure,CHT inh,Kir21 inh
i,CCOC(=O)N1CCN(C(=O)COc2ccc3c(c2)C(=O)CC2(CCN(C(C)=O)CC2)O3)CC1,i,0.78
i,CCOc1ccccc1/C=N/NC(=O)c1nnn(-c2nonc2N)c1CN1CCCC1,i,-0.74
i,Cc1ccc2c(c1)c1ncnc(N3CCOCC3)c1n2C,i,0.8
i,CC(NC(=O)CNC(=O)c1sc2ccccc2c1Cl)c1cccnc1 (stereo unspecified),i,2.46
-6.12*,O=C(COn1nnc2ccc(Cl)cc21)NC12CC3CC(CC(C3)C1)C2,i,-0.41
i,Cc1c(NC(=O)Nc2ccccc2)c(=O)n(-c2ccccc2)n1C,i,0.52
i,Cc1nnnn1/C(=C\c1ccccc1)C(=O)OCC(=O)NC(C)(C)C,i,-0.82
i,CCCn1nnc(NC(=S)NC(=O)/C=C/c2ccc(Cl)cc2)n1,i,-1.03

# Random excerpt: 2 entries already listed, in no set order.
KCNQ2 inh,structure,CHT inh,Kir21 inh
i,Cc1c(NC(=O)Nc2ccccc2)c(=O)n(-c2ccccc2)n1C,i,0.52
i,Cc1ccc2c(c1)c1ncnc(N3CCOCC3)c1n2C,i,0.8

# Next structures follow:
KCNQ2 inh,structure,CHT inh,Kir21 inh
i,Cn1c(N)c(S(=O)(=O)N2CCN(c3ccccc3)CC2)c(=O)n(C)c1=O,i,0.77
i,COc1cc(/C=C2\CCCc3c2nc2ccccc2c3C(=O)O)cc(Cl)c1O,i,0.02
i,O=C(CC1C(=O)NCCN1CC(c1ccccc1)c1ccccc1)NCC1CCOCC1 (stereo unspecified),i,0.01
i,CC1CCCC2(C1)NC(=S)N(c1ccccc1)N2 (stereo unspecified),i,-0.03
i,CN(CC(=O)Nc1cccc(F)c1)C(=O)/C=C/c1cc(Br)ccc1OC(F)F,i,-0.82
i,COc1ccc(-c2nc(C)ncc2-c2ccc(Cl)cc2)c(O)c1,i,2.08
i,Cc1ccc2oc(=O)c3cnn(CC(=O)Nc4cc(-c5cccc(F)c5)no4)c3c2c1,i,0.64
i,Cc1c(Cl)cccc1NC(=S)N1CCN(S(=O)(=O)c2cccs2)CC1,i,1.05

KCNQ2 inh,structure,CHT inh,Kir21 inh
i,CCOC(=O)NC(=O)COC(=O)c1ccc(Sc2ncn[nH]2)c([N+](=O)[O-])c1,i,0.15
i,Cc1nc2cc(Cl)c(Cl)cc2nc1C,i,-0.05
i,Cc1cccc(NC(=O)C2CCCN2S(=O)(=O)c2ccc(Cl)cc2)n1 (stereo unspecified),i,0.34
i,O=C(COc1ccc(Cl)cc1Cl)NC(=O)c1ccccc1,i,-0.01
i,O=c1c(F)cn(C2CCCO2)c(=O)n1Cc1c(F)cccc1Cl (stereo unspecified),i,-0.42
i,O=C(Oc1cccc(Br)c1)c1cccnc1,i,-2.42
i,O=C(O)c1cccc(Cn2c(Cl)c(/C=N/NC(=O)c3ccccc3)sc2=O)c1,i,0.72
i,O=C(c1ccc2c(=O)n3c(nc2c1)CCCCC3)N1CCN(c2ccc(F)cc2)CC1,i,-1.18

KCNQ2 inh,structure,CHT inh,Kir21 inh
i,Cc1ccc(NC(=O)c2c(C(F)(F)F)nn(C)c2SCc2cccc(C(F)(F)F)c2)cc1C,i,-0.1
i,CN(C)S(=O)(=O)c1cccc(C(=O)OCC(=O)Nc2sccc2C(N)=O)c1,i,-1.5
i,COC(=O)c1ccc2ccn(CC(=O)NC3CCCCC3)c2c1,i,0.71
i,C/C(=N\Nc1cccc2cccnc12)c1ccc[nH]1,i,-0.83
i,Oc1cc(Cc2ccccc2)cnc1CN1CCCCC1,i,0.19
i,COc1cccc(CN(C)C(=O)c2ccc(S(=O)(=O)N3CCCC3)cc2)c1OC,i,-1.51
i,Cc1nccn1-c1ccc(C(F)(F)F)cc1[N+](=O)[O-],i,2.34
i,O=C(NN=C1CCCC1)c1n[nH]c2c1CCC2,i,0.19

KCNQ2 inh,structure,CHT inh,Kir21 inh
i,CCC(=O)N1CCCc2cc(S(=O)(=O)N3CCN(C4CCCCC4)CC3)ccc21,i,-1.1
i,CCSc1nnc(NC(=O)Cc2cc(OC)c(OC)c(OC)c2)s1,i,-0.12
i,Cc1cccc(NC(=O)N2CCC(NC(=O)c3ccccc3C)CC2)c1,i,-1.12
i,COc1cc2c(c(OC)c1OC)CCc1cnoc1-2,i,-1.34
i,CCS(=O)(=O)c1nc(S(=O)(=O)c2ccc(C)cc2)c(NCCN2CCOCC2)s1,i,-0.15
i,COc1ccc(Cl)cc1C(=O)OCC(=O)NC(=O)c1cccn1C,i,1.34
i,O=C(Nc1cc(F)c(Br)cc1F)c1ccc(Cl)cc1,i,1.26
i,Cc1cc(=S)[nH]c2ccccc12,i,0.87
i,O=C(Nc1cccc(F)c1)N(Cc1ccc(Cl)cc1)CC(O)C(F)(F)F (stereo unspecified),i,0.07
i,Cc1cc(C)nc(SCc2cc(=O)c(OC(=O)c3ccco3)co2)n1,-6.06*,-0.84
i,CC(=O)Nc1sc(N/N=C\c2cccc(Cl)c2)nc1-c1cccs1,i,0.28

# Compounds from the list above that have a cyano group (four):
KCNQ2 inh,structure,CHT inh,Kir21 inh
i,COCCn1c(N)c(C#N)c2nc3ccccc3nc21,i,-0.06
i,N#Cc1c(Cl)cccc1N1CCCC1,-7.19*,-1.35
i,Cc1cc(C)c2nc(N3CCCN(C(=O)c4cnccn4)CC3)c(C#N)cc2c1,-5.2*,-4.97*
i,CCc1nc(SCc2cccnc2)c(C#N)cc1C,i,-1.12
